Screens deposited in PubChem by National Center for Advancing Translational Sciences (NCATS).
TDP1 cell noCPT: qHTS for Inhibitors of human tyrosyl-DNA phosphodiesterase 1 (TDP1): qHTS in cells in absence of CPT | DT40 Tdp1-/- hTDP1 cells, no CPT, ATP luminescence, 48 h | Potency, µM (titrated, usually from 46.2 µM), for the others: at the highest dose activity change, negative = growth inhibition, most hits filed as inhibitors | 15% of 420,000 active; further: nearly all actives have a fitted effect of over 55% in size
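Growth kinetics read by CellTiter-Glo luminescence after ≥48 hr at 37 °C. Cells: DT40 Tdp1-/- stably carrying human TDP1, 400 per well, compound exposure in the absence of CPT (DMSO vehicle).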
KAT2A inh: inhibitors of human GCN5L2 histone acetyltransferase; Q92830; GCN5L2 HAT assay, ThioGlo1 CoA-SH fluorescence; Potency, µM (top dose mostly 58.9 µM), for inactives: top-dose activity change, negative = inhibition, hits mostly inhibitors; 0.21% of 390,000 active; AID 504327
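Titration-based screen in which CoA formation is detected via maleimide probe ThioGlo1 (50uM) turning fluorescent on thiol reaction; substrates H3(1-25) 75uM and acetyl-CoA 70uM, GCN5L2 20nM, 20 min incubation at room temperature.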
TDP1 cell CPT: growth inhibition of DT40 Tdp1-/-;hTDP1 cells with camptothecin (screen for TDP1 inhibitors). chicken DT40 Tdp1-/-;hTDP1 cells + 20 nM CPT, ATP luminescence, 48 h. Potency, µM (top dose mostly 46.2 µM), without a hit: at the highest dose activity change, negative = growth inhibition, hits mostly inhibitors. 12% of 420,000 active; further: nearly all actives have a fitted effect of over 55% in size
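Chicken DT40 Tdp1-/- cells stably complemented with human TDP1 were seeded at 400 cells/well in medium containing 20 nM camptothecin, exposed to pin-transferred compounds, and grown at 37 °C for at least 48 hr. Viability was read as ATP luminescence.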
Numbers without * were called inactive; ? = inconclusive; . = not tested or not shown; & = joins results of further samples; [ ] = remark or other dose. The call rests on the fitted dose curve; in most records, active means well fitted curve in the direction sought with a large enough effect; inconclusive means small, poorly fitted or top-dose-only effect, or another doubt; inactive means no such curve, though single readings can be large; an effect the other way counts as inactive or inconclusive. On the % scale 0 is the no-effect control and ±100 the full control effect; potency means the concentration at half of the fitted maximal effect. Only part of the results is shown; the hit share may differ from the screen's.

No. | SMILES | TDP1 cell noCPT | KAT2A inh | TDP1 cell CPT
1 | CCCCCCCCCCCCCCCC(=O)OC[C@H](COP(=O)([O-])OCC[N+](C)(C)C)OC(C)=O | 1.6%[4.12 µM] | 13.8% | -0.5%[4.12 µM]
2 | CCCCCCCCCCCCCCCC(=O)O[C@@H]1[C@@H](O)[C@@H](O)[C@@H]([C@H](NC(=O)[C@@H]2C[C@@H](CCC)CN2C)[C@H](C)Cl)O[C@@H]1SC | ? | . | 23.7µM*
3 | CCOP(=O)(OCC)c1ccc(OP(=O)(c2cccc([N+](=O)[O-])c2)c2cccc([N+](=O)[O-])c2)cc1 | -8.8% | 1.2% | 1.4%
4 | Cc1ccc(CC2C(=O)N(C)C(=O)N(C)C2=O)s1 | ? | -13.2% | ?
5 | OC1(c2ccccc2)CCNC2CCCCC21 (stereo not given) | ? | 9.0% | 18.4µM*
6 | COc1ccc(-c2nn(Cc3ccccc3)cc2C(=O)NC2CC2)cc1OC | 13.9% | -6.4% | 5.3%
7 | O=C(COc1ccccc1)N1CCN(CC2CC3C=CC2C3)CC1 (stereo not given) | ? | -1.8% | ?
8 | Cc1ccsc1C(=O)C1CCCN(Cc2cn(C)nc2C)C1 (stereo not given) | -21.6% | -3.6% | -18.4%
9 | CN1C2CC(OC(=O)C(CO)c3ccccc3)CC1C(O)C2 (stereo not given) | -7.1% | -12.4% | 8.6%
10 | CC(Oc1ccccc1)C(=O)Nc1ccc(C(=O)OCc2cc(=O)n3nc(C4CC4)sc3n2)cc1 (stereo not given) | ? | -8.3% | ?
11 | Oc1ccc(C[C@H]2NCCc3cc(O)c(O)cc32)cc1O | ? | 0.0% | ?
12 | Cc1nn(Cc2ccccc2Cl)c(C)c1C(=O)OCC(=O)NC1CCCC(C)C1C (stereo not given) | 23.1µM* | 0.9% | 20.6µM*
13 | C[C@@H]1C(=O)O[C@H]2[C@H](O)[C@]34[C@@H]5OC(=O)[C@]3(OC3OC(=O)[C@H](O)C34[C@H](C(C)(C)C)[C@@H]5O)[C@@]12O (stereo not given in full) | -9.5% | . | -6.0%
14 | CC(=O)N1CC[N+](C)(C)CC1 | -4.7%&-2.9% | 20µM* | -3.4%&27.8%
15 | COP(=S)(OC)Oc1ccc(S(N)(=O)=O)cc1 | -3.8% | . | -6.6%
16 | CC(C)COC(=O)n1c(=O)oc2ccc(S(=O)(=O)N3CCCCC3)cc21 | ? | -8.1% | ?

From entry 8 to 16, copied from above:
No. | SMILES | TDP1 cell noCPT | KAT2A inh | TDP1 cell CPT
8 | Cc1ccsc1C(=O)C1CCCN(Cc2cn(C)nc2C)C1 (stereo not given) | -21.6% | -3.6% | -18.4%
9 | CN1C2CC(OC(=O)C(CO)c3ccccc3)CC1C(O)C2 (stereo not given) | -7.1% | -12.4% | 8.6%
10 | CC(Oc1ccccc1)C(=O)Nc1ccc(C(=O)OCc2cc(=O)n3nc(C4CC4)sc3n2)cc1 (stereo not given) | ? | -8.3% | ?
11 | Oc1ccc(C[C@H]2NCCc3cc(O)c(O)cc32)cc1O | ? | 0.0% | ?
12 | Cc1nn(Cc2ccccc2Cl)c(C)c1C(=O)OCC(=O)NC1CCCC(C)C1C (stereo not given) | 23.1µM* | 0.9% | 20.6µM*
13 | C[C@@H]1C(=O)O[C@H]2[C@H](O)[C@]34[C@@H]5OC(=O)[C@]3(OC3OC(=O)[C@H](O)C34[C@H](C(C)(C)C)[C@@H]5O)[C@@]12O (stereo not given in full) | -9.5% | . | -6.0%
14 | CC(=O)N1CC[N+](C)(C)CC1 | -4.7%&-2.9% | 20µM* | -3.4%&27.8%
15 | COP(=S)(OC)Oc1ccc(S(N)(=O)=O)cc1 | -3.8% | . | -6.6%
16 | CC(C)COC(=O)n1c(=O)oc2ccc(S(=O)(=O)N3CCCCC3)cc21 | ? | -8.1% | ?

Profiles, looked up by structure.
Profile of C[C@@H]1C(=O)O[C@H]2[C@H](O)[C@]34[C@@H]5OC(=O)[C@]3(OC3OC(=O)[C@H](O)C34[C@H](C(C)(C)C)[C@@H]5O)[C@@]12O (stereo not given in full) → TDP1 cell noCPT = -9.5%; KAT2A inh = .; TDP1 cell CPT = -6.0%
Profile of Cc1ccc(CC2C(=O)N(C)C(=O)N(C)C2=O)s1 → TDP1 cell noCPT = ?; KAT2A inh = -13.2%; TDP1 cell CPT = ?
